Compound activity from PubChem.
CHRM4 PAM: positive allosteric modulators of human muscarinic M4 receptor; P08173; CHO-K1 hM4/Gqi5, Fluo-8 calcium fluorescence, ACh EC20; 0% = ACh EC20, 100% = maximal ACh; activation, % at 3 µM; 0.4% of 360,000 active; AID 624126;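 active means activation above its plate's cutoff, the mean activation of sample wells plus 3 SD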; further: some results filed as inactive read as strong as hits
Target sequence (P08173 whole entry, looked up): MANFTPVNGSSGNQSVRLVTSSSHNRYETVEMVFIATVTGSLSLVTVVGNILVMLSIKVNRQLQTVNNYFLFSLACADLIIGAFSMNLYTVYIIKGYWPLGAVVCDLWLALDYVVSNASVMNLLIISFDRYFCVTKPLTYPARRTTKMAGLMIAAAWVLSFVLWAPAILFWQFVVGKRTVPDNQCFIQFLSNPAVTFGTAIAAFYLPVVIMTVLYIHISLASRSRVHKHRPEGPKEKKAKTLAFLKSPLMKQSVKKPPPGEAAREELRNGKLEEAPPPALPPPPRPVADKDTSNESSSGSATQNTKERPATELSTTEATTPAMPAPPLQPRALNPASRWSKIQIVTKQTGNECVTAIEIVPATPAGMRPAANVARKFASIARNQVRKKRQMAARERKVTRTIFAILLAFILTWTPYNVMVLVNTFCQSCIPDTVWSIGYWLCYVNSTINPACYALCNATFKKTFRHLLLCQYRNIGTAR
CHRM4 agonist: CHRM4 agonism in calcium assay. AID 624127. CHO-K1 hM4/Gqi5, Fluo-8 calcium fluorescence; vehicle 0%, full acetylcholine response 100%. activation, % at 3 µM. 0.14% of 360,000 active. P08173;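 active means activation above the run mean over all test wells plus 3 SD, cut at about 32% in these data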;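 further: peak over basal fluorescence ratio per well then scaled between controls; 0% = DMSO wells and 100% = acetylcholine at EC100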
CRFBP-R2 block: blocks CRF-induced signaling of the CRF-BP/CRF-R2 complex; HEK293 CRF-R2/CRF-BP, CRF-induced calcium fluorescence; inhibition, % at 11.8 µM; 0.59% of 350,000 active; AID 588475;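 active means inhibition of the ligand-induced calcium signal above about 50% at the single tested concentration, limit read from the data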
M1 PAM: potentiates human M1 receptor response to acetylcholine; activation, % at 3 µM; 0.088% of 360,000 active; CHO-K1 hM1, Fluo-8 calcium fluorescence, ACh EC20; 0% = ACh EC20, 100% = maximal ACh; AID 588819; in the data active means activation above about 19%, passing the limit was not always enough
Target sequence (P11229 whole entry, looked up): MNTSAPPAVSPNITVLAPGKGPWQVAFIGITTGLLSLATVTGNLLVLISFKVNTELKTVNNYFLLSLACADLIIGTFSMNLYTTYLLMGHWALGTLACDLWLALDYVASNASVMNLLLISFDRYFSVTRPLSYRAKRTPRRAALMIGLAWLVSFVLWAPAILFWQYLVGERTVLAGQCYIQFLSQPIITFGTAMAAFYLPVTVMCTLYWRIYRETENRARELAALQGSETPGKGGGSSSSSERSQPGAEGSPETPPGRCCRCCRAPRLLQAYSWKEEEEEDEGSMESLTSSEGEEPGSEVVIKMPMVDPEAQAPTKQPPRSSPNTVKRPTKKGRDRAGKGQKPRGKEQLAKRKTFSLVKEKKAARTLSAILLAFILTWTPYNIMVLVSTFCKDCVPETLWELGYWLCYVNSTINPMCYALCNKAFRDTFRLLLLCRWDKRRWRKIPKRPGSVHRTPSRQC
CRFBP-R2 agonist: agonists of human CRF-binding protein/CRF-R2 receptor complex; HEK293 CRF-R2/CRF-BP, calcium dye fluorescence (FLIPR); percent of saturating CRF peptide response; activation, % at 13.2 µM; 0.46% of 350,000 active;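 active means activation of at least 50%, plus an integration ratio under a set limit after plate pattern correction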;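 further: plate controls were neutral control wells without compound for no effect and CRF at EC100 for full effect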
M4 antag: CHRM4 antagonism in calcium assay; P08173; CHO-hM4 cells, ACh EC80, Fluo-8 calcium fluorescence; inhibition, % at 3 µM; 0.73% of 360,000 active;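 active means inhibition above its plate's cutoff, the mean inhibition of sample wells plus 3 SD, cut at about 27% in these data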;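 further: 0% = acetylcholine EC80 with DMSO and 100% = DMSO without agonist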
CHRM5 antagonist: CHRM5 antagonism in calcium assay; P08912; CHO-hM5 cells, Fluo-8 calcium fluorescence, ACh EC80; inhibition, % at 3 µM; 0.59% of 360,000 active;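 active means inhibition above a per-plate cutoff, the mean of that plate's test compounds plus 3 SD, cut at about 27% in these data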;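 further: 0% = acetylcholine EC80 with DMSO and 100% = DMSO without agonist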
CHRM5 agonist: agonists of human muscarinic M5 receptor (CHRM5). P08912. CHO-K1 hM5 cells, Fluo-8 calcium fluorescence; 0% DMSO wells, 100% maximal acetylcholine response. activation, % at 3 µM. 0.19% of 360,000 active. AID 624037;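 active means activation above the run's mean over test compounds plus 3 SD, cut at about 23% in these data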;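 further: signal is peak over basal fluorescence ratio across the kinetic read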
M5 PAM: CHRM5 positive allosteric modulation; P08912; CHO-K1 hM5, Fluo-8 calcium, ACh EC20 PAM; 0% = ACh EC20, 100% = ACh EC100; activation, % at 3 µM; 0.3% of 360,000 active; AID 624038;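 active means activation above the run cutoff, the mean activation of all test compounds plus 3 SD, cut at about 18% in these data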
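Replicates: One well per compound, no replicates | System: Human M5 receptor in CHO-K1 cells | Benchmarks: Low control EC20 acetylcholine (0%), high control EC100 acetylcholine (100%) | Probe or stimulus: Acetylcholine, EC20 level | Times: Fluo-8 loading 80 min at 37 °C plus 30 min room temperature | Signal: Intracellular calcium via Fluo-8 fluorescence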
* hit, by the source's call; . = no result given; & = joins results of further samples.

Values run as follows: CHRM4 PAM	CHRM4 agonist	CRFBP-R2 block	M1 PAM	CRFBP-R2 agonist	M4 antag	CHRM5 antagonist	CHRM5 agonist	M5 PAM
CC(=O)N1CCc2cc(S(=O)(=O)NCC(=O)NCc3ccccc3Cl)ccc21
    3.4	0.8	-24.5	4.4	1.1	-17.3	-4.8	-4.8	1.3
CC(=O)Cc1nsc(NC(=O)c2ccc(-c3cccc(Cl)c3)o2)n1
    2.9	2.0	3.7	9.5	0.5	4.5	3.2	1.6	1.3
COc1ccc(CCNC(=O)COC(=O)/C=C/c2ccc(OCC#N)c(OC)c2)cc1OC
    4.2	5.0	22.7	2.1	-0.5	6.5	7.7	3.9	-5.4
CCNC(=S)N1CCN(S(=O)(=O)c2cccc(C(F)(F)F)c2)CC1
    -5.3	3.6	-30.4	2.4	3.1	7.6	1.0	3.4	-6.8
COc1ccc(C(=O)Nc2nc(OCC(F)(F)F)cnc2/C=C\c2ccccc2)c(OC)c1
    4.3	0.0	.	4.3	.	2.5	6.5	0.8	0.2
CC1(C)C=Cc2c(ccc3c2OC[C@@H](c2ccc(O)cc2O)C3)O1
    11.6	2.5	3.2	18.5	1.9	-20.4	5.1	5.3	1.5
COC(=O)[C@]12CCCCC=C1N(Cc1ccc(Cl)cc1Cl)C(=O)[C@H](CC(=O)NCCCN1CCCC1=O)C2
    7.9	5.7	.	.	.	-9.0	6.8	2.6	-8.8
CCC1CCCCN1CCCNC(=O)CS(=O)(=O)Cc1nc(-c2cccc(OC)c2)oc1C (stereo unspecified)
    -5.6	-0.5	0.7	-13.3	1.4	6.0	7.7	-7.1	-2.8
CCOc1c(Br)cc(C(=O)OCC(=O)N2CCc3ccccc3C2)cc1OC
    2.6	2.9	3.7	-6.1	1.0	-12.2	2.9	-6.7	4.2
Cc1nnnn1/C(=C\c1ccccc1)C(=O)OCC(=O)N(C)C1CCS(=O)(=O)C1 (stereo unspecified)
    1.1	1.1	6.5	12.7	4.3	3.9	-3.8	2.6	14.8
O=C(NCCCN1CCOCC1)c1cc(Cl)ccc1Cl
    2.0	1.4	12.5	13.8	-1.0	-7.3	-4.3	0.6	0.2
COc1ccc2oc(-c3ccc(C)c(NC(=O)c4ccc(N5CCOCC5)c([N+](=O)[O-])c4)c3)nc2c1
    0.9	1.1	-3.5	-3.0	0.3	4.9	6.5	0.8	-5.7
COc1ccc2c(ccc[n+]2CC(=O)c2ccccc2)c1
    -6.9	-0.4	1.2	1.5	1.9	6.4	1.8	1.2	0.5
COc1ccc(-c2cc(C(=O)NCCCN3CCOCC3)c3ccccc3n2)cc1OC
    0.3	7.0	-2.5	2.0	-0.7	-2.3	-12.9	-3.1	4.9
Cc1ccc(C)c(N2CCN(C(=O)C3CCCN(S(=O)(=O)c4c(C)[nH]c(=O)[nH]c4=O)C3)CC2)c1 (stereo unspecified)
    6.5	0.6	3.3	-1.0	1.8	-4.0	-5.7	-4.2	2.1
O=C(Cn1cnc2c(cnn2-c2ccc(Cl)cc2)c1=O)NC1CCCCC1
    5.8	0.6	12.3	5.8	4.8	-21.5	-2.8	1.4	-3.6
O=C(NCc1ccncc1)C12CC3CC(CC(Cl)(C3)C1)C2
    -4.7	1.4	3.2	1.8	1.7	-10.4	3.9	-0.1	-1.7
COc1cccc(CN2CC(O)=C(c3nc(-c4ccc(Cl)cc4)cs3)C2=N)c1
    11.3	0.4	-15.7	4.3	-0.7	7.0	-1.3	-2.3	0.7
Cc1c(CC(=O)N2CCN(C(=O)C3COc4ccccc4O3)CC2)c(=O)oc2c(O)c(O)ccc12 (stereo unspecified)
    -3.0	-0.4	14.5	0.0	0.6	9.8	4.5	-1.5	-1.4
O=C(Cn1cc2c(n1)CCCCC2)Nc1ccc(F)cc1F
    3.5	0.1	.	4.2	.	-8.5	-2.2	0.9	7.6

Taken from above:
Under CHRM5 antagonist, CCC1CCCCN1CCCNC(=O)CS(=O)(=O)Cc1nc(-c2cccc(OC)c2)oc1C (stereo unspecified) is listed with 7.7
Under CRFBP-R2 agonist, COc1cccc(CN2CC(O)=C(c3nc(-c4ccc(Cl)cc4)cs3)C2=N)c1 is listed with -0.7
Under M5 PAM, Cc1nnnn1/C(=C\c1ccccc1)C(=O)OCC(=O)N(C)C1CCS(=O)(=O)C1 (stereo unspecified) is listed with 14.8

Additional compounds.
Values run as follows: CHRM4 PAM	CHRM4 agonist	CRFBP-R2 block	M1 PAM	CRFBP-R2 agonist	M4 antag	CHRM5 antagonist	CHRM5 agonist	M5 PAM
Cc1noc(C(=O)N2CC3(C)CC2CC(C)(C)C3)c1Cl (stereo unspecified)
    5.3	-1.2	-6.0	4.8	0.4	3.8	2.6	4.0	1.9
CCc1nc2ccc(C(=O)Nc3cc(-c4ccccc4)ccc3OC)cn2c1N(C)C(=O)c1cccc(OC)c1
    -3.1	7.6	.	1.6	.	-3.3	6.5	-2.1	-3.2
CC(Oc1ccc(C(C)(C)C)cc1)C(=O)NCC(c1ccco1)N1CCCC1 (stereo unspecified)
    0.2	3.1	-14.8	9.0	2.1	-8.9	2.4	0.5	-4.9
COc1ccc(Cl)cc1S(=O)(=O)N1CCCC1
    3.0	0.8	16.4	4.7	-0.3	2.5	-3.1	-5.2	0.7
O=C(C1CCCN(S(=O)(=O)Cc2ccccc2)C1)N1CCc2ccccc21 (stereo unspecified)
    5.3	4.8	-2.1	-5.3	-0.2	-9.5	5.5	1.9	-1.8
Cc1nc(C(=O)Nc2ccccc2)sc1C1(C)CC(c2cccnc2)=NO1 (stereo unspecified)
    -2.1	8.5	-2.9	-2.6	-0.2	-0.8	9.3	6.2	-5.2
O=C(COc1ccccc1Br)Nc1ccc2c(c1)OCCCO2
    -2.2	1.8	7.5	-0.4	-1.1	1.4	11.6	-4.3	-5.6
Cc1oc2cc3oc(=O)c(CC(=O)N[C@H](C(=O)N[C@@H](C(=O)O)c4ccccc4)C(C)C)c(C)c3cc2c1C
    4.5	0.9	3.2	11.2	-0.3	-10.8	-1.4	0.6	2.4
CCC(=O)NCc1c(Cl)cccc1-n1cccc1
    7.6	1.1	1.3	1.3	-0.5	-11.6	-3.0	-3.3	4.0
Cc1ccc(C)c(OCCC(=O)OCC(=O)NCc2ccccc2)c1
    -1.0	1.1	23.4	9.5	-1.4	-1.2	1.5	-1.2	0.7
COc1cccc2cc(C(=O)N(C)C3CCN(C)CC3)c(=O)oc12
    2.8	0.9	8.7	-1.0	0.8	10.9	-0.3	-1.8	-0.8
CC(=O)N1CCc2cc(S(=O)(=O)N3CCCCCC3)ccc21
    -6.7	2.1	-4.4	0.9	1.6	2.4	8.7	-2.8	-4.4
OCCN(CCO)CC(O)COc1ccc(Br)cc1 (stereo unspecified)
    18.5&5.8	1.8&1.4	0.6&-15.2	10.4&16.6	-3.2&0.6	-17.5&-4.0	-1.0&2.3	-5.2&-2.9	12.1&-1.1
CCOc1ccc2nc(SCC(=O)Nc3ccc4c(c3)OCO4)sc2c1
    3.5	2.5	23.5	-9.9	-0.9	-3.3	4.0	3.0	0.5
COc1cccc(C(=O)NNC(=O)c2sccc2-n2cccc2)c1
    4.2	2.2	20.9	7.6	-1.8	2.8	0.7	-1.0	0.5
NC(=O)CSc1nnc(-c2cccs2)n1Cc1ccco1
    -3.5	1.8	3.0	5.9	-1.4	4.3	14.3	-2.7	1.6
Cc1cc(NC(=O)CCC(=O)N(C2CC2)C2(C(=O)NC3CCCC3)CCC(C)CC2)no1 (stereo unspecified)
    15.7	-0.2	-14.6	1.8	-1.7	2.0	8.1	-7.1	-1.5
OCCNc1nc2ccccc2n1-c1ccccc1
    -13.1	0.1	-1.7	-6.2	0.1	17.0	8.5	-0.1	-8.8
O=C(NCc1ccc(F)cc1Cl)C1CC(=O)N(C2CCCCCCC2)C1 (stereo unspecified)
    7.4	2.8	-23.5	1.4	-0.7	-5.5	7.8	-1.1	-0.1
COc1ccc(/C=C/C2=NN(Cc3ccccc3)C(=O)CC2)cc1
    -3.7	2.5	48.7	-7.2	-1.4	4.8	10.7	-5.3	-11.8
Clc1ccc(N2CCCCCC2)nn1
    -1.1	0.2	-16.1	3.5	-0.2	-1.1	5.1	-3.1	-6.2
O=C(Nc1ccc2c(c1)OCCO2)c1cccc2nc3ccccc3nc12
    3.1	0.6	27.3	6.5	-1.8	1.0	3.2	-4.5	-1.6
CCc1ccc(C(=O)NC(C(=O)NCC2CCCO2)C(C)C)cc1 (stereo unspecified)
    7.3	0.5	20.7	5.9	-1.8	-9.2	11.7	-1.1	3.5
Cc1ccc(C(=O)N/C(=C\c2ccco2)C(=O)N2CCOCC2)cc1C
    -0.5	0.8	-10.6	-2.5	2.1	9.1	2.6	0.0	0.7
Clc1ccc(-c2cn(-c3ccc(Cl)cc3)c3[n+]2CCCCC3)cc1
    -46.2	-0.3	4.4	-13.9	0.6	-0.2	7.2	-17.7	-6.6
C=CCn1cnc2c(c1=O)c1nc3ccccc3nc1n2/N=C/c1cccc(OC)c1OC
    1.0	1.1	54.0*	1.1	0.1	3.2	-10.4	1.1	3.6
CCc1ccc(Nc2nc(N)nc(CSc3nnnn3-c3ccccc3)n2)cc1
    5.3	-0.3	-14.0	0.1	1.0	-2.4	-6.7	-4.9	-0.1
COCCNC(=S)N(CCc1c(C)[nH]c2ccc(Cl)cc12)Cc1cccs1
    2.3	8.1	-14.3	6.2	-0.6	-3.4	11.9	2.7	-0.3
O=C1CCC(C(=O)OC(C(=O)c2c[nH]c3ccccc23)c2ccccc2)=NN1 (stereo unspecified)
    -6.4	1.3	-6.3	0.3	-0.2	6.5	7.5	-1.7	-5.7
COc1ccc(OC)c(S(=O)(=O)NCCC(C)C)c1
    -2.0	0.6	-0.9	4.9	-1.1	0.1	-11.3	-0.7	3.3
COc1ccc(CN2C(=O)c3cccnc3C2=O)cc1S(=O)(=O)N(C)c1ccc(C)cc1
    -6.0	13.1	-6.6	-6.5	0.9	5.7	10.3	0.2	-6.8
O=C1c2ccccc2-c2c1nc1c([n+]2[O-])CCCC1
    4.3	1.7	-5.0	8.4	-1.5	-2.5	-2.4	-1.3	-2.2
COCCn1c(SCC(=O)Nc2ccccc2F)nc2c([nH]c3ccccc32)c1=O
    3.5	1.4	8.6	2.5	-0.9	-10.0	5.0	-5.0	-5.0
CCN1CCN(Cc2cc(=O)oc3cc(C)cc(C)c23)CC1
    15.1	0.8	-16.9	3.7	-0.9	5.6	7.4	-6.5	-9.5
O=C(Nc1nccs1)c1ccc(CSc2ccccc2)o1
    -4.6	3.8	9.2	11.8	-0.5	4.8	3.3	-4.3	0.1
Cc1cccc(CS(=O)(=O)Cc2ccc(C(=O)NCCCN3CCOCC3)o2)c1
    -8.7	0.0	39.6	-5.7	-3.2	6.3	2.8	1.7	-5.2
O=C(COc1ccc(S(=O)(=O)N2CCOCC2)cc1)NCc1ccccn1
    1.7	0.4	-0.6	8.9	0.3	-3.2	7.9	-3.6	-7.3
O=C(CSCc1ccc(F)cc1)N1CCN(c2ccccc2)CC1
    30.5*	5.2	21.6	1.4	-5.1	-14.5	-3.7	-4.3	11.9
